High-throughput results: PubChem, The Scripps Research Institute Molecular Screening Center
V1R ag counter: counter-screen for oxytocin receptor agonists: human V1a receptor agonists | CHO-V1R cells, Fluo-8 calcium fluorescence, agonist mode; 0% DMSO, 100% 3 nM vasopressin | 320,000 compounds, 0.25% hits | activation, % at 3 µM | P37288;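 active = activation above the mean activation of all tested compounds plus 3 SD, per screening run, cut at about 20% in these data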;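 note: signal is peak over basal fluorescence ratio across a 100 second FLIPR read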
M1 ag: human M1 muscarinic receptor agonism | P11229 | CHO-K1 hM1, Fluo-8 calcium fluorescence, agonist mode; 0% DMSO, 100% acetylcholine EC100 | activation, % at 3 µM | 360,000 compounds, 0.33% hits | AID 588814;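 active = activation above the run's mean compound activation plus 3 SD, cut at about 16% in these data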;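 note: peak over basal fluorescence ratio within a 140 s kinetic read after compound addition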
Target sequence (P11229 whole entry, looked up): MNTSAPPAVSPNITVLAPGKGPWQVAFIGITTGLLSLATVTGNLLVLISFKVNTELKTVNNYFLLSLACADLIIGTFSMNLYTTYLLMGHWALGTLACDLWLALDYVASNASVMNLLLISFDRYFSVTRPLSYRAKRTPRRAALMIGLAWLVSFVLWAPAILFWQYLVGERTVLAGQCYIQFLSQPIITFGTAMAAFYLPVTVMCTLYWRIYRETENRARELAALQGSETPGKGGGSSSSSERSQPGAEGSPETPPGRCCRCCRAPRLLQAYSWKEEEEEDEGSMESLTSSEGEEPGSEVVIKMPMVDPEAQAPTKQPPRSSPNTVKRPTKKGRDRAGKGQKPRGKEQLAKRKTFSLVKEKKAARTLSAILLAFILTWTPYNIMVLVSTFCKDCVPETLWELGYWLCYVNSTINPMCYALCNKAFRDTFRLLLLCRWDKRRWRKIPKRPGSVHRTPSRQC
CHO parental Ca: counter-screen for OX1R antagonists: effect in parental CHO cells; parental CHO-K1, ATP-induced calcium, Fluo-8 fluorescence; inhibition, % at 5.6 µM; AID 463079; 330,000 compounds, 0.63% hits;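 active = inhibition above that plate's mean sample inhibition plus 3 SD, cut at about 26% in these data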;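 note: 0% = ATP-challenged DMSO wells and 100% = DMSO wells without ATP; some compounds past the cut are filed as inactive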
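test system = CHO parental line | reagent = ATP stimulus | measured by = intracellular calcium via Fluo-8 no-wash fluorescent dye | control set = ATP and no-ATP DMSO wells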
OXTR agonist: human OXTR agonism; AID 2435; P30559; activation, % at 3 µM; CHO-OTR cells, Fluo-8 calcium fluorescence; normalized: DMSO 0%, oxytocin 100%; 320,000 compounds, 0.32% hits;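 active = activation above the mean of all tested compounds plus 3 SD, cutoff set per screening run, cut at about 20% in these data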;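 note: peak over basal fluorescence ratio from a 100 s FLIPR kinetic read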
OXTR potentiate: potentiators of human oxytocin receptor; activation, % at 3 µM; 320,000 compounds, 0.061% hits; CHO-OTR cells, Fluo-8 calcium fluorescence, potentiator mode; 0% = oxytocin EC15, 100% = EC100;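 active = activation above that plate's cutoff, the mean activation of tested compounds plus 3 SD, cut at about 6.6% in these data, passing the limit was not always enough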;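 note: 100% uses oxytocin at 75 nM as the full agonist control; some results filed as inactive read as strong as hits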
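Material: CHO-OTR cells, human receptor; compound dosing: single dose, 3.0 µM nominal final compound concentration; schedule: 6 min compound pre-incubation at room temperature, 100 s kinetic read; measured by: kinetic Fluo-8 calcium fluorescence; read-out basis: % activation vs EC15 and EC100 oxytocin; controls: EC15 oxytocin alone as 0%, 75 nM oxytocin as 100%; replicates: singlicate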
CHRM1 antagonist: human CHRM1 antagonism; P11229; CHO-K1 hM1, Fluo-8 calcium fluorescence, ACh EC80 antagonist; inhibition, % at 3 µM; 360,000 compounds, 1.3% hits;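 active = percent inhibition above its own plate's cutoff, namely the mean of that plate's compound wells plus 3 SD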;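 note: peak over basal fluorescence ratio during 140 s after agonist addition; 0% = ACh EC80 plus DMSO and 100% = DMSO alone without agonist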
M1 PAM: potentiates human M1 receptor response to acetylcholine; P11229; CHO-K1 hM1, Fluo-8 calcium fluorescence, ACh EC20; 0% = ACh EC20, 100% = maximal ACh; activation, % at 3 µM; 360,000 compounds, 0.088% hits; AID 588819; in the data active = activation above about 19%, passing the limit was not always enough
TAAR1 antag: human TAAR1 antagonism | CHO RD-HGA16 TAAR1, Fluo-8 calcium fluorescence, antagonist | inhibition, % at 3 µM | 360,000 compounds, 1.5% hits;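 active = inhibition above a per-plate cutoff, the mean inhibition of test compounds on that plate plus 3 SD, cut at about 49% in these data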;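 note: 0% = DMSO plus EC80 beta-PEA response and 100% = DMSO alone without agonist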
Target sequence (Q96RJ0 whole entry, looked up): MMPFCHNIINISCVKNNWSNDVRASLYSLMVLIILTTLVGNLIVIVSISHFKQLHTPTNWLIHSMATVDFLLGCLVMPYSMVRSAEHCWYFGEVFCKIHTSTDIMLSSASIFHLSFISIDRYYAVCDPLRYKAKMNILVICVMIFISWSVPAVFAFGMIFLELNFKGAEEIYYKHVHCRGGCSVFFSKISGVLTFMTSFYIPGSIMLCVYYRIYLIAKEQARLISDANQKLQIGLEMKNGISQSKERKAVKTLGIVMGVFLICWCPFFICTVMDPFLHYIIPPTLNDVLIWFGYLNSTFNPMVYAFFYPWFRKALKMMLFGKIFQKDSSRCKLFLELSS
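test system = CHO RD-HGA16 cells bearing hTAAR1 | replication = singlicate | controls = DMSO-only wells and EC80 β-PEA-stimulated wells | reagent = EC80 β-phenethylamine stimulus | read-out basis = percent inhibition of PEA-evoked calcium signal, max/basal emission ratio | schedule = seeding 17-24 h prior, 75-min 37 °C, 30-min RT dye loading | signal = kinetic Fluo-8 calcium fluorescence measurement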
TAAR1 agonist: human TAAR1 agonism. CHO RD-HGA16 TAAR1, Fluo-8 calcium fluorescence; vehicle wells 0%, saturating PEA agonist 100%. Q96RJ0. 360,000 compounds, 0.99% hits. activation, % at 3 µM. AID 624467;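 active = activation above the mean activation of all test compounds in the run plus 3 SD, cut at about 38% in these data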
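Repeats: no replicates (n 1) | Material: CHO-derived RD-HGA16 cells with stable Gα16 and human TAAR1 | Technique: Kinetic Fluo-8 calcium fluorescence | Schedule: 17-24 h seeding, 75 min 37 °C dye, 30 min RT | Evaluation: % activation from peak over basal fluorescence ratio, DMSO-to-PEA scaled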
Starred values were filed as active, the others as inactive; . = not tested or not shown.

SMILES	V1R ag counter	M1 ag	CHO parental Ca	OXTR agonist	OXTR potentiate	CHRM1 antagonist	M1 PAM	TAAR1 antag	TAAR1 agonist
COCCn1c(=N)c(S(=O)(=O)c2ccc(F)cc2)cc2c(=O)n3ccccc3nc21	-1.1	-5	-15	-0.5	-3	6	-1	-10	-1
O=C(CN1C(=O)c2ccccc2C1=O)Nc1ccc(S(=O)(=O)N2CCOCC2)cc1	-0.1	-8	-18	-0.2	-8	-6	11	12	4
CCOC(=O)c1c(-c2ccccc2)csc1NC(=O)CSc1nc(N)cc(N)n1	3.5	-2	-18	0.9	-4	-4	-9	10	-1
COC(=O)C1=C(C(=O)OC)[C@@H]2N(C)c3ccccc3[C@@]23C[C@@H](C(=O)OC)N(C(=O)C2CCC2)C3=N1	-0.2	-6	-29	-2.0	9	-3	1	1	-1
COc1cc2cc(CN(Cc3cccnc3)C(=O)Nc3ccccc3)c(=O)[nH]c2cc1OC	-0.4	-3	-25	-0.7	-5	-2	0	16	11
Nc1nc(NCc2cccs2)nn1-c1ccccc1	0.0	0	-7	-0.2	-7	13	-2	-4	7
Clc1ccc(C2CSc3c4ncnc-4ncn32)cc1 (configuration not stated)	0.6	3	-3	-0.1	1	-1	14	-20	1
O=C(Nc1ccc(F)c(Cl)c1)N1CCCC1	2.0	-5	1	0.2	-9	11	-2	-1	-1
C(=N\n1cnnc1)/c1cccn1-c1ccccc1	0.0	2	-9	-0.1	1	1	12	3	20
Cc1ccc(C(=O)N/C(=C\c2ccccc2)C(=O)NCc2cccnc2)cc1	0.3	-6	-11	0.3	-4	-14	10	-6	0
O=C(NCC1CCCO1)c1ccc(NS(=O)(=O)c2ccccc2)cc1 (configuration not stated)	0.9	-1	-8	0.7	-6	-5	12	9	5
Cc1cc(C2=NNC(=NC3CC3)SC2)c(C)n1-c1ccccc1	.	-12	.	.	.	-9	5	-25	5
CC1CCCCC1NC(=O)c1ccc(N2CCCC2=O)cc1 (configuration not stated)	0.1	-3	3	0.8	-5	14	-10	10	8
O=C(CSc1nnc(Nc2ccccc2)s1)NCC1CCCO1 (configuration not stated)	-0.5	-3	-10	-0.1	0	0	2	-12	7
CSc1ccccc1C(=O)OCC(=O)NC1CC1	.	0	.	.	.	-8	6	-16	4
CCc1nn(CC(=O)Nc2ccc(Br)c(C)c2)c(=N)s1	1.9	-5	-10	7.7	-13	12	1	-11	12
CC(=O)N1CC=C2C(C#N)=C(N)C(C#N)(C#N)C(C)C2C1 (configuration not stated)	0.3	-1	12	-0.1	-12	-18	15	-1	12
O=C(COC(=O)COc1ccccc1)NCCc1ccccc1	-1.2	-2	-19	-1.4	-7	2	2	-23	1
CN(C)/C=C(\C#N)C(=O)c1cccnc1Oc1cccc(F)c1	0.0	-4	-1	0.1	1	-1	1	-5	11
CCN(CC)S(=O)(=O)c1cc(C(=O)OCC(=O)NC2CCCc3ccccc32)ccc1C (configuration not stated)	0.5	-7	-18	-0.3	-2	-13	-3	-18	0
Cc1ccc(C(=O)N2N=C3c4ccccc4S(=O)(=O)N3[C@H]2N(C)C)cc1	0.7	-6	-5	1.3	1	-5	5	16	5
COC(=O)c1sc(NC(=O)Cc2cccs2)nc1C	0.5	-5	-13	-0.6	1	-5	-1	5	4
Cc1nc(C)c(CCNC(=O)c2ccccc2Br)s1	-0.5	-3	-11	-0.7	-8	-6	5	-6	2
O=C(Nc1ccccn1)c1ccc(Cl)c(S(=O)(=O)N2CCOCC2)c1	1.1	0	-11	0.8	-1	-10	6	3	0
CCOC(=O)/C(=N\Nc1ccc(Cl)cc1)Sc1nnc(-c2ccc(OC)cc2)n1C	-1.8	-12	-11	-1.3	-6	-12	8	5	1
O=C(Cc1ccc([N+](=O)[O-])cc1)NCc1cccnc1	0.5	-7	-3	0.4	2	-7	4	-22	5
CC(=O)NCCN=Cc1sc2ccccc2c1O	1.8	-3	3	1.7	-5	-3	9	6	1
CCCCS(=O)(=O)N1CCCC(C(=O)Oc2ccccc2)C1 (configuration not stated)	-1.0	-2	-2	-1.7	8	-5	5	6	0
O=C(NCCN1CCOCC1)c1ccc(NS(=O)(=O)c2cccc([N+](=O)[O-])c2)cc1	0.2	-6	-9	0.8	-4	-2	4	5	0
Cc1ccc(NS(=O)(=O)c2ccc3c(c2)NC(=O)C(C)C(=O)N3)cc1C (configuration not stated)	0.3	-4	-3	-0.4	-2	-9	4	-8	0

An excerpt of these results, with two lines to a compound.
Values run as follows: V1R ag counter, M1 ag, CHO parental Ca, OXTR agonist, OXTR potentiate, CHRM1 antagonist, M1 PAM, TAAR1 antag, TAAR1 agonist
> CCCCS(=O)(=O)N1CCCC(C(=O)Oc2ccccc2)C1 (configuration not stated)
  -1.0, -2, -2, -1.7, 8, -5, 5, 6, 0
> O=C(NCCN1CCOCC1)c1ccc(NS(=O)(=O)c2cccc([N+](=O)[O-])c2)cc1
  0.2, -6, -9, 0.8, -4, -2, 4, 5, 0
> Cc1ccc(NS(=O)(=O)c2ccc3c(c2)NC(=O)C(C)C(=O)N3)cc1C (configuration not stated)
  0.3, -4, -3, -0.4, -2, -9, 4, -8, 0

Next part:
SMILES	V1R ag counter	M1 ag	CHO parental Ca	OXTR agonist	OXTR potentiate	CHRM1 antagonist	M1 PAM	TAAR1 antag	TAAR1 agonist
CC(C)Oc1ccc(-c2cc(=O)[nH]c(=O)[nH]2)cc1	0.5	-4	-3	-1.2	-7	-7	3	5	3
Cc1ccc(S(=O)(=O)N(C)C)cc1NC(=S)NCCc1ccccn1	0.5	-2	-12	-0.3	-10	0	0	0	12
COc1ccc(S(=O)(=O)N2CCC(C(=O)NC3CCCCC3)CC2)cc1OC	-0.7	-4	-3	-1.0	-4	0	2	-7	0
CC1CCN(S(=O)(=O)c2cc(C(=O)NC3(C)CCS(=O)(=O)C3)ccc2Br)CC1 (configuration not stated)	0.5	-6	-33	0.4	-8	-12	11	-12	1
CCN(CC(=O)Nc1c(F)cccc1F)C(=O)c1ccc(S(=O)(=O)N(CC)c2ccccc2)cc1	.	-3	.	.	.	9	-5	9	7
O=C(Cc1ccc(Br)cc1)Nc1ccc(S(=O)(=O)Nc2ncccn2)cc1	0.7	-7	0	0.7	-7	-13	8	0	2
COCc1cc(=O)[nH]c(Sc2c(-c3ccccc3)c3ccc(Cl)cc3[nH]c2=O)n1	0.9	-1	1	1.3	0	-9	9	-13	-1
CC1Oc2ccccc2N(CC(=O)N(Cc2ccccc2)Cc2ccccn2)C1=O (configuration not stated)	0.5	-3	-17	-0.7	-8	13	-10	22	14
O=C(CCCCn1c(=O)[nH]c2ccccc2c1=O)NC1CCN(Cc2ccccc2)CC1	-0.4	-11	5	0.4	-6	-15	10	-2	0
OCC1(CC2CCCCO2)CCN(C/C=C/c2ccccc2)CC1 (configuration not stated)	0.5	-10	-20	0.2	-8	-5	-6	-2	1
O=C(/C=C/c1ccco1)NCc1ccccn1	-0.6	-4	2	-1.3	-2	-11	11	0	5
Cc1sc(N)nc1-c1c(C)n(C)c2ccccc12	.	-5	.	.	.	-9	8	-21	-1
COc1cc(S(C)=O)ccc1-c1nc2ncccc2[nH]1 (configuration not stated)	0.4	-3	-3	-0.3	-12	-18	2	-1	0
COc1ccc(N2C(=O)CSC23CCCCC3)cc1	-0.5	-6	0	0.4	0	-9	7	18	3
CC(C)(CCl)C(=O)Nc1ccnc(-c2ccncc2)n1	2.3	-3	-6	0.3	-4	14	-3	10	5
CC1(C)NC(=O)N(CCCCOc2ccc(Cl)cc2)C1=O	3.3	-2	-1	1.5	-4	-5	3	5	14
CCn1ccc(C(=O)Nc2sc3c(c2C(=O)OC)CCC3)n1	.	-5	.	.	.	-4	1	5	-1
COC(=O)c1ccc(CNC(=O)[C@@H]2CCCN2S(=O)(=O)c2ccccc2F)cc1	0.7	3	-13	0.7	0	-18	17	-12	1
CC(=O)Nc1cc(-c2ccc(N)nc2)cn2c(-c3cccc(C(F)(F)F)c3)cnc12	.	0	.	.	.	-8	5	11	4
O=C(CSc1ncc(-c2ccc(F)cc2)n1Cc1ccco1)Nc1ccc2c(c1)OCO2	1.5	-2	38*	0.4	-14	17	-9	34	21
COc1ccc(Nc2ccc(N3C(=O)CCC3=O)cc2[N+](=O)[O-])cn1	1.5	-2	-3	0.9	-6	-21	18	18	0
COc1ccc(N(CC(=O)Nc2ccccc2C(N)=O)S(=O)(=O)c2ccc(C)c([N+](=O)[O-])c2)cc1	0.3	-4	-5	-1.1	-19	7	-1	18	4
Cc1[nH]n(-c2ccc([N+](=O)[O-])cc2)c(=O)c1C=NCCN1CCN(C(=O)c2ccc(Br)cc2)CC1	-0.6	-4	-16	-0.5	-9	1	10	-10	0
COc1ccccc1NC(=S)NC(=O)/C=C/c1ccco1	0.5	-4	-10	-0.9	-1	-9	6	13	1
CCCCn1cnc2c(SCc3ccc([N+](=O)[O-])cc3)nc(N)nc21	.	1	.	.	.	12	-9	-26	2
O=C(COC(=O)Cc1c(F)cccc1Cl)NC(=O)c1ccccc1	0.4	-1	-6	1.0	4	-4	3	-10	3
FC(F)(F)c1ccc2c(c1)NCC1CCCN21 (configuration not stated)	0.8	-3	-2	-0.9	-4	-9	11	-18	0
C=CCOc1ccc(CNc2nccs2)cc1OCC	-2.0	-6	-28	-1.8	-8	-9	9	-6	7
O=C1/C(=C/c2ccccn2)SC(=S)N1Cc1ccccc1	-0.2	-4	-4	0.7	-6	-5	6	-51	4
O=C(CCN1C(=O)C2(OCCO2)c2ccccc21)c1ccccc1	0.0	-2	-26	-0.3	-10	-18	0	2	6
C=CCn1c(SCC(=O)NC(=O)c2cccc([N+](=O)[O-])c2)nnc1-c1ccccc1	-0.8	-6	-7	-2.5	-9	-4	3	2	-1
Clc1ccccc1CN(Cc1ccco1)Cc1nnnn1C1CCCC1	-0.4	-5	-4	-0.9	-13	-3	3	19	1
Cn1c(N)c(C(=O)c2ccc(Cl)c(S(=O)(=O)N3CCCCCC3)c2)c(=O)n(C)c1=O	1.4	-1	-10	0.4	-9	-3	6	-6	1
CCc1cc2c3c(c(=O)oc2cc1O)CCCC3	1.3	-4	-6	-1.0	-16	-18	2	2	9
C=CCn1c(C)nnc1SCC(=O)Nc1nccs1	0.0	-4	-5	0.0	-5	3	-2	-14	1
